Assay outcomes deposited in PubChem BioAssay by National Center for Advancing Translational Sciences (NCATS).
Mito fusion act = qHTS Assay for Small Molecule Inhibitors of Mitochondrial Division or Activators of Mitochondrial Fusion; S. cerevisiae fusion-defective mutant growth rescue, CellTiterGlo 48 h; Potency, µM (titrated, usually from 46.1 µM), for inactives: at the highest dose growth rescue (activation), usual class: activators; 320,000 compounds, 0.23% hits;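 further: potency means the concentration at half of the fitted maximal effect; % of control where 0% means no effect; nearly all actives have a fitted effect of over 45% in size; temperature-sensitive fusion mutants such as fzo1-1 at 37 °C on non-fermentable ethanol glycerol medium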
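Read-out: ATP-based luminescence (CellTiterGlo, 10 min ambient) reporting growth of fusion-defective ts yeast after 48 hours at 37C on glycerol/ethanol YPEG medium in the presence of compound.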
A-T KAP1 phos = qHTS Assay for Identifying a Potential Treatment of Ataxia-Telangiectasia; […] A-T fibroblasts, KAP-1 phosphorylation AlphaLISA; neocarzinostatin DNA damage 30 min before lysis; Potency, µM (series often up to 57.5 µM), inactives show at the highest dose activation, actives largely listed as activators; 320,000 compounds, 0.19% hits; further: potency means the concentration at half of the fitted maximal effect; % of control where 0% means no effect; nearly all actives have a fitted effect of over 45% in size
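hTERT-immortalized A-T patient fibroblasts ([…]), 500 cells/well in OPTI-MEM, 1% FBS, got compounds for 60 min, then NCS for 30 min at 37C. Lysates were then assayed for phospho-KAP-1 by AlphaLISA (anti-pKAP1 donor, anti-KAP1 acceptor beads), 6 hr at 25C.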
a7 integrin act = qHTS for Activators of Integrin-Mediated Alleviation for Muscular Dystrophy; Potency, µM (highest dose often 38.3 µM), for inactives: top-dose activation, most hits filed as activators; AID 624291, 2012; 350,000 compounds, 0.064% hits; alpha7betagal myoblasts, beta-gal FDG fluorescence, 48 h;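 further: potency means the concentration at half of the fitted maximal effect; 100% = response of the positive control SU9516; nearly all actives have a fitted effect of over 60% in size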
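Alpha7betagal+/- myoblasts (passage 13) were plated 16-24 hr, then exposed to compounds (1:260 dilution of DMSO stock) for 48 hours at 37C. After MPER lysis, β-galactosidase reporter activity was read as FDG fluorescence (ex 480/em 540) after 30 minutes.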
TSHR antag = Antagonists of the Thyroid Stimulating Hormone Receptor: HTS campaign | Thyrotropin receptor (Homo sapiens), P16473 | TSHR-expressing cells, TSH-stimulated cAMP HTRF, 2 h; stronger effect = lower value | activity change, negative = inhibition, % at 11.5 µM | 330,000 compounds, 0.2% hits | AID 504810, 2011;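 active means activity change below a set negative limit, meaning inhibition stronger than a set level, cut at about -70% in these data; inconclusive means activity change between two set negative limits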; further: on the % scale 0 is the no-effect control and ±100 the full control effect
Target sequence (P16473 whole entry, looked up): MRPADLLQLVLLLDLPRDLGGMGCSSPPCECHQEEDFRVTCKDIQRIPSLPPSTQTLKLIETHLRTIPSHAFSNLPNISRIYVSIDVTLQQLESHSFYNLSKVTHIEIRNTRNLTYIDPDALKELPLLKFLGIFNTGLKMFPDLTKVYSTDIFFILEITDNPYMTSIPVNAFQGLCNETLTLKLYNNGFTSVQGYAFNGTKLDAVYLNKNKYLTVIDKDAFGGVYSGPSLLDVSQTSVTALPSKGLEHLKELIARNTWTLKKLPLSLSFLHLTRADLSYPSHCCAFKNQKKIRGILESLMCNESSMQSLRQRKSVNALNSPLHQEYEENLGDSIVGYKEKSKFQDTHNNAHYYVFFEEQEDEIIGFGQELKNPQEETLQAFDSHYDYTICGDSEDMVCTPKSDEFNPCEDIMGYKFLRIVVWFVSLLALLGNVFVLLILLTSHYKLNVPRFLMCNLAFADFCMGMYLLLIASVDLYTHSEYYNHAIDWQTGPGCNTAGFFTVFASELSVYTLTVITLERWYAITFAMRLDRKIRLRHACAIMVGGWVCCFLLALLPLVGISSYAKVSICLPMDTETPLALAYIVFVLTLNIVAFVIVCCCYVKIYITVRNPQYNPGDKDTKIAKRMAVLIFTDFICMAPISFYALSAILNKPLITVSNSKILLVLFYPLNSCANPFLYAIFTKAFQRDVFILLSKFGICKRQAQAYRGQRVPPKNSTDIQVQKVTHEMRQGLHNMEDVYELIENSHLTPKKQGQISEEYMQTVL
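Antagonism was scored as loss of TSH-driven cAMP in TSHR cells, stimulated with 4nM TSH (EC80) for 2 hours at 37 deg C and detected by homogeneous HTRF competition immunoassay.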
MBNL1 CUG block = qHTS Assay for Inhibitors of MBNL1-poly(CUG) RNA binding; Muscleblind-like protein 1 (Homo sapiens), Q9NR56; TR-FRET MBNL1-His/biotin-(CUG)12 binding, 665/545 ratio; Potency, µM (series often up to 57.5 µM), for inactives: top-dose activity change, negative = inhibition, usual class: inhibitors; 280,000 compounds, 0.036% hits; active means well fitted inhibition curve with a large enough effect in the signal ratio, with a control signal flat, not every such curve was filed as active; inconclusive means small, poorly fitted or top-dose-only effect, or effect the other way, or a change in a side signal; inactive means no such curve, though single readings can be large or run the other way; the % refers to the signal ratio; further: potency means the concentration at half of the fitted maximal effect; on the % scale 0 is the no-effect control and ±100 the full control effect
Target sequence (Q9NR56 whole entry, looked up): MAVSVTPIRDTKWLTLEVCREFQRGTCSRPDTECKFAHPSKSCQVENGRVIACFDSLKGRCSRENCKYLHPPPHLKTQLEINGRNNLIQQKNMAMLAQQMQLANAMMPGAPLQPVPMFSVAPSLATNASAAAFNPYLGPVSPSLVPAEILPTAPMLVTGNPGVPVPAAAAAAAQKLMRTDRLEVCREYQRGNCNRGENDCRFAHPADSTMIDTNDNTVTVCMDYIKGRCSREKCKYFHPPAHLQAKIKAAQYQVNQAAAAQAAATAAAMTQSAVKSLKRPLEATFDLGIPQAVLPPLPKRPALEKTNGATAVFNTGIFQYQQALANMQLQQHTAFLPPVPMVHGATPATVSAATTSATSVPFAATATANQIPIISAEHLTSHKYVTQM
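Inhibition of protein-RNA binding appears as loss of TR-FRET between terbium anti-His antibody on MBNL1-His and streptavidin-XL665 on biotin-(CUG)12. Activity is normalized to buffer-only and uninhibited-complex controls.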
CXXC DNA block = qHTS Fluorescence Polarization Assay for Inhibitors of MLL CXXC domain - DNA interaction; Histone-lysine N-methyltransferase 2A (Homo sapiens), Q03164; Potency, µM (highest dose often 115 µM), for the others: at the top dose activity change, negative = inhibition, most hits filed as inhibitors; MLL-CXXC / FITC-HOXA9 DNA fluorescence polarization; AID 2662, 2010; 290,000 compounds, 0.037% hits; active means well fitted inhibition curve with a large enough effect in the polarisation, with a control signal flat, not every such curve was filed as active; inconclusive means small, poorly fitted or top-dose-only effect, or effect the other way, or a change in a side signal; inactive means no such curve, though single readings can be large or run the other way; the % refers to the polarisation; further: potency means the concentration at half of the fitted maximal effect
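Steps: dispense CXXC domain solution (7 uM) → pin compounds or unlabeled HOX-A9 DNA control → 5 min ambient → add FLSN-HOX-A9 solution (50 nM) → spin → 30 min ambient → fluorescence polarization. Tris pH 7.5/NaCl/DTT/BSA buffer.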
TSG101-PTAP inh = qHTS Assay for Iinhibitors of HIV-1 Budding by Blocking the Interaction of PTAP/TSG101; Tumor susceptibility gene 101 protein (Homo sapiens), Q99816; Fluorescence polarization, FITC-PTAP peptide / Tsg101 binding; Potency, µM (top dose mostly 115 µM), without a hit: at the highest dose activity change, negative = inhibition, actives largely listed as inhibitors; 340,000 tested, under 10 active; AID 493005, 2010; active means well fitted inhibition curve with a large enough effect in the main read-out, with a control signal flat, not every such curve was filed as active; inconclusive means small, poorly fitted or top-dose-only effect, or effect the other way, or a change in a side signal; inactive means no such curve, though single readings can be large or run the other way; further: potency means the concentration at half of the fitted maximal effect; % of control where 0% means no effect
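Fluorescence anisotropy tracks displacement of a FITC-tagged PTAP peptide (50 nM) from the Tsg101 binding domain (10 uM), following a 20 min room-temperature incubation at pH 7.5.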
TCR activator = Activators of T cell receptors: qHTS campaign | primary human leukocytes, anti-CD3, IL-2 HTRF, 48 h | 330,000 tested, under 10 active | Potency, µM (titrated, usually from 9.22 µM), inactives show at the highest dose activation of IL-2 secretion, usual class: activators; further: % of control where 0% means no effect
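TCR engagement came from a-CD3 beads alone, with compounds added to primary human leukocytes for 48 hr. Secreted IL-2 bridged europium cryptate- and d2-labelled anti-IL-2 antibodies, giving FRET emission at 665nm after 320nm excitation.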
Menin-MLL TR inh = qHTS Assay for Inhibitors Targeting the Menin-MLL Interaction in MLL Related Leukemias: Competition With Texas Red Labeled MLL-derived Mutant Peptide; 270,000 compounds, 0.23% hits; Menin + Texas Red MLL mutant peptide, fluorescence polarization; Potency, µM (highest dose often 61.6 µM), without a hit: top-dose FP activity change, negative = inhibition, most hits filed as inhibitors; O00255; active means well fitted inhibition curve with a large enough effect in the polarisation, with a control signal flat, not every such curve was filed as active; inconclusive means small, poorly fitted or top-dose-only effect, or effect the other way, or a change in a side signal; inactive means no such curve, though single readings can be large or run the other way; the % refers to the polarisation; further: potency means the concentration at half of the fitted maximal effect; % of control where 0% means no effect; many of its hits are not listed in these tables
ASM inhibitor = Inhibitors of Secretory Acid Sphingomyelinase (S-ASM): qHTS | 340,000 compounds, 0.006% hits | AID 504937, 2011 | Potency, µM (series often up to 57.5 µM), for inactives: at the top dose activity change, negative = inhibition, usual class: inhibitors | Sphingomyelin phosphodiesterase (Homo sapiens), P17405 | placental ASM, HMU-PC fluorogenic substrate, 60 min; further: potency means the concentration at half of the fitted maximal effect
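Fluorogenic HMU-PC substrate (9 uM final) is turned over by placental ASM in 60 min at 37 C after a 10 min compound preincubation. Reaction ended by alkaline stop (pH 10), with fluorescence read at 386/447 nm.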
Starred values were filed as active, the others as inactive; u = inconclusive; x = no result given; [ ] = remark or other dose. Unless noted, the call rests on the fitted dose curve; in most records, active means well fitted curve in the direction sought with a large enough effect; inconclusive means small, poorly fitted or top-dose-only effect, or another doubt; inactive means no such curve, though single readings can be large; an effect the other way counts as inactive or inconclusive. An excerpt; count on the stated rates, not on these rows.

SMILES | Mito fusion act | A-T KAP1 phos | a7 integrin act | TSHR antag | MBNL1 CUG block | CXXC DNA block | TSG101-PTAP inh | TCR activator | Menin-MLL TR inh | ASM inhibitor
O=C1c2cccc3c([N+](=O)[O-])ccc(c23)C(=O)N1c1nccs1 | 4% | -1% | -70%[inhibitor] | -31 | u | -5% | -6% | 3% | 0% | -3%
CCCCOC(=O)c1ccc(NC(=O)c2cnccn2)cc1 | 13% | 4% | -22% | 8 | u | 1% | -4% | 1% | 33%[activator] | -2%
Cc1cnc(C(=O)OCC(=O)c2cccc3ccccc23)cn1 | 1% | -4% | 1% | 5 | x | x | -1% | 0% | x | -1%
Nc1ncc2c(n1)-c1cc(Cl)ccc1SC2 | 11% | 0% | u | 0 | 0% | 3% | 2% | 6% | u | 7%
CC(C)CCNC(=O)CCCc1ccccc1 | -1% | 1% | -24% | -8 | -6% | 0% | -1% | -2% | 0% | -1%
CCOc1cc(N2CCOCC2)c(OCC)cc1NC(=O)Cc1cccc(OC)c1 | 2% | -1% | 12% | -4 | 0% | 9% | 0% | -7% | 17% | -2%
CC(=O)c1cccc(Nc2nc(-c3sc(C)nc3C)cs2)c1 | 6% | 3% | -5% | -25 | 5% | 6% | -2% | x | u | -13%
Cc1ccccc1NC(=O)N1CCN(c2ncccn2)CC1 | -13% | -3% | u | -7 | -7% | u | -1% | 1% | 1% | 3%
O=C(NCc1ccccc1)c1cccc(COc2ccccc2Cl)c1 | 5% | 1% | -18% | 2 | 10% | -8% | -7% | 5% | u | -12%
O=C(c1cc(-c2ccc(F)cc2)nc2ccccc12)N1CCN(C2CCS(=O)(=O)C2)CC1 (stereo not drawn) | -1% | 0% | u | 0 | x | x | 0% | 60% | x | 4%
O=C(CSc1nnc(-c2ccco2)o1)NCCc1ccccc1 | 3% | -3% | 16% | 11 | x | x | 1% | 3% | x | -1%
NS(=O)(=O)c1ccc(NC(=O)CN2CCN(S(=O)(=O)/C=C/c3ccccc3)CC2)cc1 | 1% | 4% | u | 3 | 5% | 15% | -13% | 1% | x | 0%
CCCN(CCC)S(=O)(=O)c1ccc(N2CCCC2=O)c([N+](=O)[O-])c1 | -2% | 1% | 3% | 6 | u | 14% | -4% | -11%[46.1 µM] | -2% | 0%
COCCSc1nnc(NC(=O)C2CCCCC2)s1 | -1% | 2% | 0% | -10 | -15% | -4% | -10% | -4% | 2% | -1%
COc1ccc(OC)c(C(=O)c2ccc(Cl)cc2)c1 | -3% | 10% | -20% | -14 | -12% | -1% | 1% | -1% | x | -3%
NC(N)=NCC(O)CN(c1ccccc1)c1ccccc1 (stereo not drawn) | -1% | 3% | -7% | 17 | x | -13% | -6% | 6% | x | -1%
CC(C)c1nc(N2CCOCC2)c(C#N)c2c1COC(C)(C)C2 | 1% | 0% | -21% | -9 | -9% | 2% | -3% | 0% | -7% | 21%
Cc1cc2ncn(C(=O)c3ccc(F)cc3)c2cc1C | 3% | 5% | 30% | 0 | -10% | 66%[activator] | -2% | 7% | -4% | -4%
COc1cccc(CC2(CO)CCCN(Cc3ccc4c(c3)OCCO4)C2)c1 (stereo not drawn) | 0% | 1% | 18% | 1 | -3% | 9% | 1% | -1% | 1% | 3%
CCN1CCN(c2nc3ccccn3c(=O)c2/C=C(\C#N)S(=O)(=O)c2ccccc2)CC1 | -1% | -4% | 6% | 0 | u | -3% | -4% | -5% | x | 47%[activator]
Cc1nnc(N/N=C/c2ccccc2F)n1N | -7% | 3% | -21% | 1 | 6% | -8% | -3% | 1% | 1% | 3%
CN1CCN(c2nc(-c3cccc([N+](=O)[O-])c3)nc3ccccc23)CC1 | -25% | -3% | -56%[inhibitor] | 0 | u | -3% | -6% | 3% | 23% | -2%
O=C(NC12CC3CC(CC(C3)C1)C2)c1ccc(N2CCNCC2)c([N+](=O)[O-])c1 | -1% | 4% | u | -6 | x | 4% | 1% | 10% | x | -18%
CCCCCc1cc(OC)cc2c1C(=O)OC(C)(C)O2 | x | 5% | -32% | -4 | x | x | -3% | 3%[46.1 µM] | x | -1%
CC(C)c1cccc(OCCN2CCCC2)c1 | -1% | 5% | 9% | -10 | -5% | -8% | -3% | 1% | -1% | 1%
O=C(CSc1ccc(Br)cc1)Nc1ccc(N2CCOCC2)cc1 | 3% | 9% | -7% | -7 | x | x | -5% | -2% | x | 2%
Cc1ccc(-c2ccc(=O)n(CC(=O)N3CCN(c4cccc(C)c4)C(C)C3)n2)cc1 (stereo not drawn) | 4% | 3% | 3% | 5 | 16% | -2% | -16% | 0% | u | -19%
O=C(NCc1ccc(Cl)cc1)C1CCC(CNS(=O)(=O)c2ccccc2)CC1 (stereo not drawn) | 6% | 3% | 1% | 3 | 2% | 10% | -2% | 8% | u | 2%
Cc1ccc2c(c1)CCCN2C(=O)c1ccoc1C | -3% | 9% | -3%[7.66 µM] | -4 | 6% | 5% | -7% | -5% | -2% | 9%
COc1ccc(-c2nc(CS(=O)(=O)CC(=O)NCc3ccccc3Br)c(C)o2)cc1 | 3% | 6% | 4% | 1 | -8% | x | -3% | -2% | -3% | -26%
O=C(CSc1nnc(-c2cccnc2)n1-c1ccc(F)cc1)NCc1ccc2c(c1)OCO2 | -2% | 5% | 1% | 3 | -6% | -2% | -2% | 3%[46.1 µM] | -18% | 5%
O=C(CNCc1ccccc1Cl)Nc1ccc2c(c1)OCCO2 | -14% | 9% | 0% | 3 | x | 4% | -2% | 1% | x | 7%
COc1ccc(N(CC(=O)NC2CCCCC2)C(=O)CNC(=O)c2ccco2)cc1 | 7% | -1% | 30% | -10 | -7% | 11% | -2% | -1% | 21% | 4%
FC(F)(F)c1cc(-c2cccs2)nc(N2CCOCC2)n1 | -5% | 16% | 26% | -9 | 7% | 3% | -1% | 4% | -4% | 7%
Cc1cc(NC(=O)c2cc(-c3ccccn3)nc3ccc(Br)cc23)no1 | -5% | 4% | -4% | 4 | 1% | 23% | -6% | 7% | x | 0%
CCOc1ccc(S(=O)(=O)NNS(=O)(=O)c2ccc(C)cc2C)cc1 | -3% | 1% | -11% | 10 | 2% | -15% | -6% | 0% | 15% | -4%
CCCCNC(=O)c1nn2cc(Br)cnc2c1Br | 1% | -1% | 18% | 4 | u | -6% | -1% | -4% | -4% | 2%
CCNC(=S)SCCOc1ccccc1C | 0% | 2% | 8% | 6 | -9% | 4% | -5% | 0%[46.1 µM] | 14% | -1%
C[C@H](CO)N1C[C@H](C)[C@H](CN(C)CC2CCCCC2)Oc2ccc(NS(=O)(=O)c3ccc(F)cc3)cc2CC1=O | x | 2% | -28% | 8 | x | x | -9% | 3% | x | -12%
COc1ccc(-c2noc(CSc3nc(N)cc(=O)[nH]3)n2)cc1 | 4% | -1% | -21% | -10 | -8% | -6% | -4% | 1% | x | -1%
COc1ccc2nc(SCC(=O)Nc3ccc4c(c3)OCCO4)[nH]c2c1 | 1% | 1% | 5% | 11 | 2% | 12% | 0% | -5% | 31%[activator] | -3%
COc1cc(/C=C/C(=O)Nc2cc(S(=O)(=O)N3CCOCC3)ccc2N2CCCC2)cc(OC)c1OC | 4% | 10% | u | -4 | 8% | 6% | -2% | 1% | 0% | -6%
CCCc1c(C)nc(N2CCN(c3ccc(F)cc3)CC2)[nH]c1=O | 3% | -4% | -40% | -12 | -1% | -8% | 0% | 0% | 5% | -1%
Cc1ccsc1C(=O)NC(C)c1ccccc1 (stereo not drawn) | 7% | 3% | 0% | 2 | -3% | 5% | -1% | 3% | 17% | 5%
CC(C)(C)c1csc(NC(=O)Cc2ccc(S(=O)(=O)N3CCOCC3)s2)n1 | 4% | 0% | -15% | -16 | x | x | -2% | 0% | x | x
O=C1Nc2ccccc2C1(c1ccccc1)c1ccccc1 | -2% | -1% | -18% | -20 | -6% | -5% | -7% | x | -7% | -8%
